Screening data (PubChem)
D2 ag = activates the human D2 dopamine receptor; AID 485358; activation, % at 2 µM; hit rate 0.53% among 340,000; P14416; HEK293 T-REx D2 cells, calcium flux agonist mode;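 active means activation over 3 SD above normal in the single-dose calcium agonist read, cut at about 30% in these data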; further: 0% is about no effect
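In this primary screen, compounds producing a positive calcium signal within 180 s of addition to tetracycline-induced, force-coupled HEK293 Trex D2 cells are flagged; cells are dye-loaded with a no-wash calcium kit beforehand.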
TRHR enhancer = TRH receptor (human) allosteric enhancement. P34981. TRHR cells, fluo-8 calcium fluorescence, EC20 TRH enhancement. enhancement, % at 2 µM. hit rate 0.66% among 360,000. AID 493056; in the data active means enhancement above about 30%; further: 0% is about no effect
Target sequence (P34981 whole entry, looked up): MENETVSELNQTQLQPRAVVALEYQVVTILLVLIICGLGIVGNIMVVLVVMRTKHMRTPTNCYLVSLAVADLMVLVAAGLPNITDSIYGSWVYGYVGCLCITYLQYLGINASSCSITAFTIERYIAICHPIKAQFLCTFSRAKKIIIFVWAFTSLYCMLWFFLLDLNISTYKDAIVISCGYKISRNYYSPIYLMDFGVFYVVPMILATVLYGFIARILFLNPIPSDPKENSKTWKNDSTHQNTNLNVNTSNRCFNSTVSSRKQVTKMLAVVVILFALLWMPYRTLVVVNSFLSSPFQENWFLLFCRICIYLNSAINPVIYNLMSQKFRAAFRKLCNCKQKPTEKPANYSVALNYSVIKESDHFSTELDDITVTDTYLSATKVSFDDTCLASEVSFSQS
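TRHR-expressing cells loaded with fluo-8 calcium dye were read kinetically (ex 480/em 530) during compound addition, then stimulated with an EC20 of TRH (10 nM final). Enhancement of the Gq-mediated intracellular calcium response was scored.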
TrxR1 inh = inhibitors of rat thioredoxin reductase 1; O89049; recombinant rTrxR1, NADPH fluorescence consumption, selenite substrate; Potency, µM (series often up to 114 µM), without a hit: at the top dose activity change, negative = inhibition, hits mostly inhibitors; hit rate 1% among 390,000; further: potency means the concentration at half of the fitted maximal effect; on the % scale 0 is the no-effect control and ±100 the full control effect; nearly all actives have a fitted effect of over 65% in size
Target sequence (O89049 whole entry, looked up): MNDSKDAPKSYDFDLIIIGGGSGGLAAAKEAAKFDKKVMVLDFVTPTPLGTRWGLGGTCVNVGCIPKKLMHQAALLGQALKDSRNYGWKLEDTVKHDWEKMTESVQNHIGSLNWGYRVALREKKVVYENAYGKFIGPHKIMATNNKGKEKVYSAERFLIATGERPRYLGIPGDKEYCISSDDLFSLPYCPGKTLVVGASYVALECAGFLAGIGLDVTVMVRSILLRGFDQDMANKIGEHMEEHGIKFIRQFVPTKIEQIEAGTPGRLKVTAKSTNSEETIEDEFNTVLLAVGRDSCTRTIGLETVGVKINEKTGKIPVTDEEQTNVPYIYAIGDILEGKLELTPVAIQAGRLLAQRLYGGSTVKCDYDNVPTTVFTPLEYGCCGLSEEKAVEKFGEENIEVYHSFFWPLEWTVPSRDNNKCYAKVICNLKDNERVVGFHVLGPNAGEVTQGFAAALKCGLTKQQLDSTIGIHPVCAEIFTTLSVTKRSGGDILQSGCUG
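Rat TrxR1 (90 nM in the dispensed reagent) was pre-reduced with 400 uM NADPH for 5 min at room temperature, then incubated with compound for 15 min. After 400 uM selenite was added, NADPH fluorescence (Ex 340/Em 450 nm) was followed for 8 min.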
Pin1 inh = inhibitors of human Pin1; hit rate 0.009% among 390,000; Q13526; Pin1 FP peptide displacement, HiFluor488, 10 min; Potency, µM (top dose mostly 115 µM), for inactives: at the highest dose activity, negative = inhibition, most hits filed as inhibitors; active means well fitted inhibition curve with a large enough effect in the polarisation, with a control signal flat, not every such curve was filed as active; inconclusive means small, poorly fitted or top-dose-only effect, or effect the other way, or a change in a side signal; inactive means no such curve, though single readings can be large or run the other way; the % refers to the polarisation; further: potency means the concentration at half of the fitted maximal effect; on the % scale 0 is the no-effect control and ±100 the full control effect
Target sequence (Q13526 whole entry, looked up): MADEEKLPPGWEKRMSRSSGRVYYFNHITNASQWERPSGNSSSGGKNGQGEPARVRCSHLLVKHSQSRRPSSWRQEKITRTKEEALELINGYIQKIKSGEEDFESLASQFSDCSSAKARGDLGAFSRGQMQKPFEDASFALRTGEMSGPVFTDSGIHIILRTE
USP1-UAF1 inh = USP1/UAF1 (human) deubiquitinase inhibition; hit rate 0.23% among 390,000; O94782; Potency, µM (series often up to 57.1 µM), for the others: top-dose activity change, negative = inhibition, usual class: inhibitors; recombinant USP1/UAF1, Ub-Rhodamine cleavage fluorescence; AID 743255; further: potency means the concentration at half of the fitted maximal effect; on the % scale 0 is the no-effect control and ±100 the full control effect; nearly all actives have a fitted effect of over 60% in size; inactives centre near -12
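USP1/UAF1 complex (1 nM) preincubated 15 min at room temperature with compound, then Ub-Rho substrate (150 nM final) added. Kinetic fluorescence at 480/540 nm over 6 reads at 60 s intervals; 50 mM HEPES pH 7.8, 0.5 mM EDTA, 0.1 mg/ml BSA, 1 mM TCEP, 0.01% Tween-20.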
TrxR1 substrate = substrates of rat thioredoxin reductase 1; O89049; purified TrxR1 substrate turnover, NADPH consumption readout; Potency, µM (titrated, usually from 114 µM), for the others: at the top dose activity change, negative = substrate turnover; hit rate 0.01% among 390,000; further: potency means the concentration at half of the fitted maximal effect; on the % scale 0 is the no-effect control and ±100 the full control effect; nearly all actives have a fitted effect of over 50% in size
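Rat TrxR1, dispensed at 90 nM, was prereduced with 400 uM NADPH (final) for 5 min at ~22 deg C, then incubated with compound 15 min before 400 uM selenite. A first-read NADPH fluorescence drop versus no-compound background flagged substrates.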
mIDH1 inhibitor = blocks human mutant IDH1 R132H enzyme; O75874; IDH1-R132H enzyme, NADPH consumption, diaphorase/resazurin fluorescence; Potency, µM (series often up to 76.6 µM), inactives show top-dose activity change, negative = inhibition, hits mostly inhibitors; hit rate 0.093% among 390,000; further: potency means the concentration at half of the fitted maximal effect; on the % scale 0 is the no-effect control and ±100 the full control effect; nearly all actives have a fitted effect of over 65% in size
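IDH1-R132H (0.5 ug/mL dispensed) in pH 7.5 Tris buffer was preincubated 30 min with compound, then given a substrate mix of 0.016 mM NADPH and 2 mM alpha-KG for 80 min at room temperature; remaining NADPH was read by diaphorase/resazurin fluorescence.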
TRHR agonist = TRH receptor (human) agonism | TRHR cells, calcium flux fluo-8, FDSS agonist mode | hit rate 0.18% among 360,000 | AID 493084 | activation, % at 2 µM; in the data active means activation above about 30%; further: 0% is about no effect
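Fluo-8-loaded TRHR cells; 10 s baseline, compound added, kinetic Ca2+ fluorescence read 1/s, agonist mode.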
D2 antag = antagonists of human D2 dopamine receptor; P14416; HEK293 TREx D2 cells, calcium flux, dopamine EC80; inhibition, % at 10 µM; hit rate 2% among 340,000; in the data active means inhibition above about 30%; further: 0% is about no effect
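Inhibition of EC80 dopamine-driven calcium flux, recorded kinetically, defines activity here; cells are a tetracycline-induced HEK293 T-REx line expressing force-coupled D2.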
Starred values were filed as active, the others as inactive; ? = inconclusive; . = not tested or not shown; [ ] = remark or other dose. Unless noted, the call rests on the fitted dose curve; in most records, active means well fitted inhibition curve with a large enough effect; inconclusive means small, poorly fitted or top-dose-only effect; inactive means no such curve, though single readings can be large or run the other way. This is a subset, so the mix of outcomes need not match the whole.

SMILES,TRHR agonist,TrxR1 inh,USP1-UAF1 inh,D2 ag,mIDH1 inhibitor,D2 antag,TrxR1 substrate,TRHR enhancer,Pin1 inh
COC(=O)Cn1c(=O)c2c(nc3n2CC(C)CN3c2ccc(C)c(C)c2)n(C)c1=O (centres undefined),-0.9,4%,?,-1.2,-6%,-13,-4%,-2,5%
COC(=O)Cn1cc(/C=N/NC(=O)c2ccc(C#N)cc2F)c2ccccc21,0.3,8%,-7%,0.0,9%,14,-4%,-5,-4%
CC(=O)Nc1ccc(NC(=O)CCCc2nc(-c3ccc(C(C)(C)C)cc3)no2)cc1,0.2,15%,-16%,2.4,10%,.,-1%,-2,-4%
Cc1nc(NC(=O)/C=C/c2ccccc2)sc1C(=O)Nc1ccccc1Cl,0.8,-4%,-11%,-0.3,0%,6,-1%,-1,-1%
Cc1ccc2c(C)c(C(=O)NCC(C)(C)N3CCOCC3)oc2c1C,-1.3,30%[57.1 µM],-15%,0.3,-6%,-11,9%[57.1 µM],4,-3%
CC(C)(C)NS(=O)(=O)c1ccc(NC(=O)C2CCCO2)cc1 (centres undefined),-0.4,18%,-23%,-0.1,0%,2,7%,5,-10%
Cc1ccc(NC(=O)C(=O)NCCN2CCN(S(C)(=O)=O)CC2)cc1C,-0.1,16%,-24%,0.8,-4%,0,3%,3,-1%
COc1ccc(C(c2nnnn2CC2CCCO2)N2CCN(c3ccccc3)CC2)cc1 (centres undefined),-0.4,-5%[57.1 µM],-4%,-0.2,-3%,-17,-2%[57.1 µM],2,-2%
O=C(c1ccccc1F)N1CCN(c2ccccc2)CC1,1.0,-8%,-1%,0.3,2%,-2,1%,3,-6%
Cc1cccc(C)c1NC(=O)c1ccc(OCc2c(C)noc2C)cc1,.,19%,-12%,.,-7%,.,0%,.,-1%
Clc1ccc(-c2nnc(-c3ccccc3)nc2N2CCSCC2)cc1,-0.5,-10%,-24%,-0.3,3%,-22,-7%,2,?
COC(=O)C1NN=C(C(=O)c2ccc(Br)cc2)C1c1cccc(Br)c1 (centres undefined),0.2,-21%,-20%,2.5,-11%,-4,-12%,-1,1%
CCCOc1ccc(C(=O)N(Cc2ccc(Cl)cc2)Cc2ccco2)cc1,3.0,15%,?,1.9,.,.,-7%,9,3%
CCCCCCCSc1nnc(-c2ccccc2N)c(=O)[nH]1,0.8,31%[57.1 µM],8%,.,1%,.,-4%,27,5%
CCC(C)NC(=O)c1c2c(nc3ccccc13)C(=O)N(C1CCCCC1)C2 (centres undefined),0.1,9%[57.1 µM],-6%,-0.5,-11%,.,7%[57.1 µM],1,-2%

(listing goes on)
SMILES,TRHR agonist,TrxR1 inh,USP1-UAF1 inh,D2 ag,mIDH1 inhibitor,D2 antag,TrxR1 substrate,TRHR enhancer,Pin1 inh
CC(C)C(=O)N=C1NC(=O)CS1,0.0,6%[57.1 µM],-7%,0.9,5%,-11,8%[57.1 µM],-1,-6%
COC(=O)c1cc(O)c(O)c(O)c1,0.4,18%[57.1 µM],-30%,1.2,-9%,6,7%[57.1 µM],5,?
CCOC(=O)/C(C#N)=C\C1=C(N2CCCC2)CC(C)(CC)OC1 (centres undefined),-0.1,-14%,-21%,-2.3,1%,8,-2%,-5,2%
CN1CCN(S(=O)(=O)c2ccc(NC(=O)c3ccc([N+](=O)[O-])cc3)cc2)CC1,.,-15%,-16%,.,2%,.,-11%,.,5%
CCOC(=O)c1ccccc1NC(=O)COC(=O)CSc1ccccc1,-0.2,-9%,-2%,0.2,12%,-14,-7%,-2,-2%
CCOC(=O)C1CCN(S(=O)(=O)c2cccc3nonc23)CC1,0.2,2%[57.1 µM],0%,-0.9,5%,12,6%[57.1 µM],-6,-6%
O=C(c1ccco1)N1CCN(C(=S)Nc2cc(F)cc(F)c2)CC1,0.5,-1%,-15%,0.2,-28%,-1,-4%,3,-10%
CCOC(=O)c1[nH]c2ccc(Cl)cc2c1NC(=O)/C=C/c1ccc2c(c1)OCO2,-0.8,14%,-19%,-1.0,-1%,-30,4%,-1,6%
CCCC(c1nnnn1CS(=O)(=O)c1ccc(C)cc1)N1CCN(c2ccccc2)CC1 (centres undefined),-0.1,10%,-15%,-1.3,7%,11,-1%,-4,2%
COC(=O)C(C)Sc1nnc(Cc2cc(=O)[nH]c(=O)[nH]2)n1-c1ccc(Cl)cc1 (centres undefined),0.0,.,.,-0.5,.,-5,.,0,.
Cc1cc(=O)oc(C)c1C(=O)OCC(=O)c1ccc(Cl)c(Cl)c1,-0.6,-2%,-6%,-1.6,0%,0,4%,-2,1%
CCCS(=O)(=O)c1nc(S(=O)(=O)c2ccc(C)cc2)c(N(CC)CC)s1,1.3,4%,-21%,-0.2,.,.,1%,-4,12%
COc1ccc(NC(=O)CC2(Cc3ccccc3)CCOC(C)(C)C2)cc1 (centres undefined),2.5,10%,-11%,0.0,5%,-2,-2%,-4,-15%
CCOC(=O)c1cc(NC(=O)N(CC)C2CCCCC2)c(C)nc1C,0.4,8%,4%,0.3,1%,0,5%,10,-3%
Cc1cc(Cl)ccc1NNC(N)=S,-0.1,-19%[57.1 µM],-8%,0.9,2%,1,4%[57.1 µM],10,-1%

(next part)
SMILES,TRHR agonist,TrxR1 inh,USP1-UAF1 inh,D2 ag,mIDH1 inhibitor,D2 antag,TrxR1 substrate,TRHR enhancer,Pin1 inh
COc1ccc(CCNC(=O)CSc2nnc(-c3ccccc3)c3ccccc23)cc1OC,0.8,0%,-20%,-1.5,5%,-11,-3%,3,-6%
COc1ccc(-c2sc3ccccc3c2/C=C/c2ccncc2)cc1,.,-5%,-24%,.,-8%,.,3%,.,7%
CCCCCCCNC1=CC(=O)CC(c2ccccc2)C1 (centres undefined),-0.4,?,-7%,-0.5,-2%,0,-5%,-5,?
Cc1ccc(C(=O)NCCc2csc(-c3cccc(F)c3)n2)cc1C,-0.6,32%[57.1 µM],?,-2.2,-6%,.,1%[57.1 µM],-4,-7%
O=C(O)CNC(=O)c1ccc(N2CCOCC2)cc1[N+](=O)[O-],-0.5,13%[57.1 µM],3%,2.3,3%,-11,-4%,5,2%
CC(=O)Nc1c2c(nn1-c1ccccc1C)CS(=O)C2 (centres undefined),0.9,?,-17%,-0.3,-2%,-2,4%,-2,-3%
COc1ccccc1-c1c(C)nn2c(N3CCC(C(N)=O)CC3)cc(C)nc12,-0.1,23%,-18%,.,10%,.,-1%,-3,-1%
O=C(Nc1ccc2[nH]c(=O)[nH]c2c1)c1c(F)c(F)c(F)c(F)c1F,-1.4,5%,-17%,0.4,4%,-2,14%,-11,-2%
Cc1ccc(S(=O)(=O)NC(=O)Nc2nnc(C)s2)cc1,0.4,-19%,-13%,-1.1,2%,-8,-11%,-2,-1%
Cc1ccc(C2=NN(C(=O)c3ccccc3F)C(c3ccccc3F)C2)cc1 (centres undefined),-3.1,13%[57.1 µM],-9%,-0.7,2%,4,-14%,4,18%
CC1CC(C)CN(C(=O)CSc2nnc(CSc3ncccn3)n2C)C1 (centres undefined),0.2,-13%,-15%,0.4,4%,4,-3%,-2,13%
CCCSc1ncc(Cl)c(C(=O)N(Cc2ccc(N(C)C)cc2)C2CCS(=O)(=O)C2)n1 (centres undefined),-0.7,3%,-24%,.,.,.,-1%,-3,1%
O=C(CNC(=O)c1ccc(Cl)cc1)OCc1cc(=O)n2nc(C3CC3)sc2n1,-0.2,2%[57.1 µM],-2%,0.8,-7%,.,1%[57.1 µM],3,1%
CCc1nc(SCc2ccccc2)n[nH]1,-0.1,-1%[57.1 µM],-7%,-0.7,-2%,-4,4%[57.1 µM],4,5%
COc1ccc(C2C3=C(CC(C)(C)CC3=O)Nc3cc4c(cc32)OCO4)cc1 (centres undefined),-0.4,20%,-24%,-1.3,-1%,-2,43%[activator],-1,-5%

Going on with the list.
SMILES,TRHR agonist,TrxR1 inh,USP1-UAF1 inh,D2 ag,mIDH1 inhibitor,D2 antag,TrxR1 substrate,TRHR enhancer,Pin1 inh
CNC(=O)COC(=O)c1cc(NC(=O)c2ccco2)c(OC)c(OC)c1,-0.9,-27%,-18%,-0.8,3%,-29,-20%,4,-6%
Cc1cc(Nc2ccc(C)c(C)c2)n2cnnc2n1,-2.3,0%,6%,.,9%,.,-8%,3,-2%
O=C(/C=C/c1cccs1)Nc1ccc([N+](=O)[O-])cc1,0.8,-16%,-4%,0.0,9%,-22,-15%,-4,5%
COc1cc([C@@H]2CC=C(C(=O)O)[C@H](c3ccc(F)cc3)N2S(=O)(=O)c2ccc(C)cc2)cc(OC)c1OC,-0.3,14%[57.1 µM],-30%,0.2,7%,0,-6%[57.1 µM],-4,7%
COC(=O)Cc1c(C)c2cc3c(c(C)c2oc1=O)OCN(CCc1ccc(F)cc1)C3,1.7,27%,-9%,1.3,18%,.,521%[activator],3,9%
Cc1oc(-c2ccccc2Cl)nc1CN(C)C(C)c1ccon1 (centres undefined),-0.4,24%[57.1 µM],-15%,0.8,3%,-3,5%,14,-6%
Cc1cccc(NC2=NC3(CCCCC3)N=C(N)N2)c1,.,-6%,-15%,.,-1%,.,-6%,.,-2%
Cc1csc(NC(=O)c2nn(C)c(C)c2[N+](=O)[O-])n1,-0.1,-18%,-7%,.,3%,.,-9%,2,0%
CCOc1ccccc1NC(=S)Nn1cnnc1,-0.5,-11%,-7%,0.3,-6%,-15,-3%,5,-1%
COc1ccc(S(=O)(=O)NCCN2CCOCC2)cc1[N+](=O)[O-],0.8,14%,-20%,1.9,0%,-1,2%,2,5%
O=C1Nc2ccc([N+](=O)[O-])cc2OC1CCN1CCCC1 (centres undefined),0.1,20%[57.1 µM],-18%,0.4,4%,-8,-1%[57.1 µM],5,7%
Nc1nc(NCc2ccco2)nc(N2CCCC2)c1[N+](=O)[O-],-0.7,11%[57.1 µM],?,1.6,7%,7,3%[57.1 µM],6,?
CCCc1cc(C(=O)Nc2sc3c(c2C(=O)OCC)CCCC3)no1,0.6,37%[activator][57.1 µM],-11%,0.3,-1%,-2,7%[57.1 µM],3,1%
